High-throughput results deposited in PubChem BioAssay by National Center for Advancing Translational Sciences (NCATS).
SW480 rerep: induces DNA re-replication in SW480 colon adenocarcinoma cells | SW480 DNA re-replication, Hoechst DNA content imaging, 48 h | Potency, µM (titrated, usually from 46.1 µM), for the others: at the top dose re-replication activation, usual class: activators | hit rate 1.8% among 340,000 | AID 624297; further: potency means the concentration at half of the fitted maximal effect; % of control where 0% means no effect; nearly all actives have a fitted effect of over 55% in size
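Readout is total intensity of Hoechst-stained nuclei, excited at 405 nm and collected at 500-530 nm. Compound treatment lasted 48 hr at 37 C in 5% CO2 before staining.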
KB-3-1 cytotox: KB-3-1 parental cell cytotoxicity; hit rate 1.4% among 400,000; Potency, µM (top dose mostly 46.1 µM), for the others: at the top dose activity change, negative = cytotoxic, hits mostly cytotoxic; KB-3-1 viability, CellTiter-Glo ATP luminescence, 72 h; further: potency means the concentration at half of the fitted maximal effect; on the % scale 0 is the no-effect control and ±100 the full control effect; nearly all actives have a fitted effect of over 60% in size
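Here the drug-naive KB-3-1 line serves as comparator for MDR sub-line selectivity; cells received compound titrations, 72 h at 37 °C, then CellTiter-Glo readout.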
HT1080 IDH1KD tx: kills HT-1080 cells with IDH1 knockdown | AID 686971 | HT-1080 IDH1 knockdown viability, ATP luminescence, 48 h | Potency, µM (highest dose often 46.1 µM), without a hit: top-dose activity, negative = toxicity, usual class: cytotoxic | hit rate 2% among 360,000;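 further: potency means the concentration at half of the fitted maximal effect; 0% = DMSO wells and -100% = cell-free medium wells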
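HT-1080-IDH1KD cells (IDH1 knocked down), 750/well in RPMI with 5% FBS, treated with compound 48 h at 37 degrees C. Viability by CellTiter-Glo luminescence, normalised to DMSO and no-cell wells; concentration-response curves classed.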
ATXN2 expr inh: inhibitors of ATXN2 expression; HEK-293 ATXN2-luciferase reporter, luminescence, 24 h; Potency, µM (series often up to 57 µM), inactives show at the highest dose activity change, negative = inhibition, actives largely listed as inhibitors; hit rate 0.72% among 360,000; AID 1745845; further: potency means the concentration at half of the fitted maximal effect; on the % scale 0 is the no-effect control and ±100 the full control effect; nearly all actives have a fitted effect of over 55% in size
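qHTS (up to 57 uM final) was run with 24 h compound exposure of reporter cells at 37 °C. Each well was multiplexed: SteadyGlo luminescence measured ATXN2-luciferase expression after a fluorogenic Gly-Phe-AFC viability readout (25 uM final).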
MCF10A rerep: inducers of DNA re-replication in MCF 10A breast cells; MCF 10A DNA re-replication, Hoechst nuclear intensity, 48 h; Potency, µM (highest dose often 46.1 µM), for inactives: at the highest dose activity, positive = re-replication, most hits filed as activators; hit rate 2.9% among 350,000; AID 624296; further: potency means the concentration at half of the fitted maximal effect; % of control where 0% means no effect; nearly all actives have a fitted effect of over 50% in size
IL1B secr inh: inflammasome signaling inhibition, IL-1 beta readout; hit rate 4.7% among 360,000; AID 743279; activity change, % at 57.5 µM; THP-1 LPS/ATP IL-1B secretion, AlphaLISA, 16 h; hits give low values; in the data active means activity change below about -50%; inconclusive means mostly about -30% to -49%; further: on the % scale 0 is the no-effect control and ±100 the full control effect
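THP-1 cells pretreated 1 hr with compounds (up to 57.5 uM final), then stimulated with LPS (250 ng/mL final) plus ATP (1.25 mM final); secreted IL-1B measured by AlphaLISA after 16 hr, decreased signal indicating inhibition.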
ATXN viability: cell viability loss in ATXN counter-screen. Potency, µM (doses to about 56.7 µM), most hits filed as cytotoxic. hit rate 0.49% among 400,000. S2 cells (HEK-293 line with an ATXN2-luciferase reporter) viability, CellTiter-Fluor protease fluorescence, 24 h; further: potency means the concentration at half of the fitted maximal effect; nearly all actives have a fitted effect of over 40% in size
HepG2 viability: HepG2 cytotoxicity, counter-screen for TGF-b inhibitors. Potency, µM (series often up to 46.1 µM), for inactives: top-dose activity change, negative = cytotoxicity, usual class: cytotoxic. HepG2 CAGA-GFP viability, ATP luminescence, 18 h. hit rate 0.76% among 410,000; further: potency means the concentration at half of the fitted maximal effect; some results filed as inactive show a strong effect at the top dose
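HepG2 CAGA-GFP cells (1000/well, DMEM with 1% FBS) received compound, then TGF-beta at 500 pg/mL final, and were incubated 18 hours at 37 degrees C. Viability was read by CellTiter-Glo luminescence. Media-only wells were set as complete cell-killing and DMSO as no toxicity.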
HT1080NT lethal: kills 2HG-producing HT-1080-NT fibrosarcoma cells; HT-1080-NT fibrosarcoma viability, CellTiter-Glo ATP luminescence, 48 h; Potency, µM (titrated, usually from 46.1 µM), for the others: at the top dose activity, negative = less viability, most hits filed as cytotoxic; hit rate 1.6% among 360,000;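 further: NT is the 2HG producing partner of a matched IDH1 knockdown line; potency means the concentration at half of the fitted maximal effect; 0% = DMSO-treated cells and -100% = media-only wells without cells; nearly all actives have a fitted effect of over 55% in size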
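Fibrosarcoma NT cells, 750 per well in 5% FBS RPMI, were exposed to compound for 48 hours. Viability: CellTiter-Glo luminescence.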
Active calls of the source: *; i = inactive; ? = inconclusive; · = no result given; & = joins results of further samples; [ ] = another dose, or the depositor's remark. Unless noted, the call rests on the fitted dose curve; in most records, active means well fitted curve in the direction sought with a large enough effect; inconclusive means small, poorly fitted or top-dose-only effect, or another doubt; inactive means no such curve, though single readings can be large; an effect the other way counts as inactive or inconclusive.

Sample of the layout (4 entries):
SMILES | SW480 rerep | KB-3-1 cytotox | HT1080 IDH1KD tx | ATXN2 expr inh | MCF10A rerep | IL1B secr inh | ATXN viability | HepG2 viability | HT1080NT lethal
Cc1cc(=O)oc2c3c4c(cc12)OCCN4CCC3 | ? | 5% | -8% | -4% | ? | 11 | · | -21% | 6%
CCOC(=O)c1ccc(N2C(=O)c3n[nH]c(-c4ccco4)c3C2c2cccc(O)c2)cc1 (stereo not given) | · | -2% | · | ? | · | · | ? | 22µM* | ·
Clc1cccc(Cc2c(-c3cccc(Cl)c3)nc3ccc(Cl)cn23)c1 | · | 0% | ? | 24% | · | 65 | ? | 0% | ?
COc1ccccc1C(C)NC(=O)c1cc(=O)[nH]c2ccccc12 (stereo not given) | 10% | 15% | 16% | -25% | -3% | -18 | i | 1% | -7%

The list itself, previewed entries included:
SMILES | SW480 rerep | KB-3-1 cytotox | HT1080 IDH1KD tx | ATXN2 expr inh | MCF10A rerep | IL1B secr inh | ATXN viability | HepG2 viability | HT1080NT lethal
Cc1cc(=O)oc2c3c4c(cc12)OCCN4CCC3 | ? | 5% | -8% | -4% | ? | 11 | · | -21% | 6%
CCOC(=O)c1ccc(N2C(=O)c3n[nH]c(-c4ccco4)c3C2c2cccc(O)c2)cc1 (stereo not given) | · | -2% | · | ? | · | · | ? | 22µM* | ·
Clc1cccc(Cc2c(-c3cccc(Cl)c3)nc3ccc(Cl)cn23)c1 | · | 0% | ? | 24% | · | 65 | ? | 0% | ?
COc1ccccc1C(C)NC(=O)c1cc(=O)[nH]c2ccccc12 (stereo not given) | 10% | 15% | 16% | -25% | -3% | -18 | i | 1% | -7%
CCOC(=O)c1sc2ncn(CC(=O)Nc3cc(C)on3)c(=O)c2c1C | -5% | 13% | 18% | -5% | 4% | -10 | ? | -1% | 8%
O=C(COC(=O)c1ccc2ccccc2c1)NCCCc1ccccc1 | -2% | 1% | 15% | · | 2% | -9 | · | 0% | 2%
O=C(NCc1ccncc1)c1ccc(N2CCCC2)c([N+](=O)[O-])c1 | -2% | 0% | 5% | -21% | -2% | -3 | i | 0% | -16%
Cc1ccc(N(C(=O)c2csnn2)C(C(=O)NC(C)(C)C)c2cccnc2)cc1C (stereo not given) | -6% | 4% | 25% | -6% | -2% | 11 | i | 9% | 13%
CCN(CC)S(=O)(=O)c1cccc(C(=O)c2c(C)cc3ccccn23)c1 | 6% | -12% | -14% | · | 20% | 1 | i | -15% | 0%
COC(=O)c1ccccc1-c1cn(C)c2ccccc2c1=O | -2% | 7% | 2% | 18% | -15% | 14 | i | -21% | -4%
CC(C)Cn1nc(NC(=O)C(C)(C)C)c2cc3ccccc3nc21 | ? | 0% | -10% | -4% | 23µM* | 86 | i | -23% | -4%
CN[C@H]1CCc2cc(OC)c(OC)c(OC)c2-c2ccc(N(C)CC(OC)OC)c(=O)cc21 | ? | 2.6µM* | ? | · | 131% | 48 | 14µM* | -8% | 4.1µM*
CCCCC(=O)N(C)c1c(C)nc2ccc(C(=O)Nc3cccc(NS(C)(=O)=O)c3)cn12 | · | 0% | 8% | 1% | · | 16 | i | 2% | 10%
CCOc1ccc2ncc(S(=O)(=O)c3ccccc3)c(N3CCN(c4ccc(OC)cc4)CC3)c2c1 | -3% | -18% | 7% | -9% | ? | -7 | i | -13% | 1%
COc1ccc(/C(N)=N/OC(=O)c2ccc3ccccc3c2)cc1OC | · | 3% | 16% | · | · | -13 | i | 4% | 18%
COc1cc(S(=O)(=O)N(CCc2ccccc2)Cc2cccs2)ccc1-n1cnnn1 | -1% | 3% | 0%[9.24 µM] | 3% | 1% | 8 | i | -1% | 5%
O=C(NCc1ccccc1Cl)c1cc(-c2ccccc2)n[nH]1 | · | 2% | · | 1% | · | · | i | -55% | ·
CCC(=O)N1CCc2cc(Br)cc(S(=O)(=O)N3CCCC(C(=O)Nc4ccc(CC)cc4)C3)c21 (stereo not given) | · | -4% | · | -3% | · | · | i | 0% | ·
S=C(NC12CC3CC(CC(C3)C1)C2)N1CCCC1 | ? | 10% | -1% | 0% | ? | 12 | i | 5% | 0%
COc1ccccc1NC(=O)c1ccc2c(O)c(S(=O)(=O)c3ccccc3)c(=O)[nH]c2c1 | 3% | -5% | 22% | 13% | 0% | 4 | i | 10% | 10%
CCN(CC(=O)NC(C)C)C(=O)C(CCSC)NC(=O)c1cccc(C)c1 (stereo not given) | -3% | 6% | -2% | -2% | 2% | -2 | i | 0% | -1%
CCCn1nnc(NC(=O)c2ccc(-c3cccc(Cl)c3)o2)n1 | 2% | 22% | 9% | 41%[activator] | ? | ? | i | -25% | 6%
COc1ccc(S(=O)(=O)Cc2ccc(C(=O)N3CCN(c4ccc(Cl)cc4)CC3)o2)cc1 | 15% | -2% | -9% | ? | ? | -4 | ? | -6% | -9%
COc1cc(NC(=O)NCC2CCN(Cc3ccccc3Cl)CC2)cc(OC)c1OC | -8% | -2%&1% | -1% | -12%&-6% | 7% | 36 | i | 0%&-14% | -2%

Part of the list above, as a markdown table:
| molecule | SW480 rerep | KB-3-1 cytotox | HT1080 IDH1KD tx | ATXN2 expr inh | MCF10A rerep | IL1B secr inh | ATXN viability | HepG2 viability | HT1080NT lethal |
| --- | --- | --- | --- | --- | --- | --- | --- | --- | --- |
| S=C(NC12CC3CC(CC(C3)C1)C2)N1CCCC1 | ? | 10% | -1% | 0% | ? | 12 | i | 5% | 0% |
| COc1ccccc1NC(=O)c1ccc2c(O)c(S(=O)(=O)c3ccccc3)c(=O)[nH]c2c1 | 3% | -5% | 22% | 13% | 0% | 4 | i | 10% | 10% |
| CCN(CC(=O)NC(C)C)C(=O)C(CCSC)NC(=O)c1cccc(C)c1 (stereo not given) | -3% | 6% | -2% | -2% | 2% | -2 | i | 0% | -1% |
